INS promoter inh – TRM-6 insulin promoter activity inhibition; TRM-6 cells (human fetal islet line), insulin promoter-eGFP reporter, imaging; reporter expression induced with tamoxifen; actives 0.9% (n = 130,000); inhibition, % at 2 µM;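 active means inhibition above the mean plus 3 SD, with well images judged a real hit on visual review, cut at about 60% in these data, passing the limit was not always enough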
sdo1 growth – sdo1-depleted yeast growth rescue. S. cerevisiae sdo1-depleted JHY4D growth rescue, OD600 30 h; hits give high values; pdr5 snq2 efflux-pump mutant strain. z-score at 10 µM. actives 0.21% (n = 140,000);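 active means z-score above 3 at both the 24 hr and the 30 hr optical density reads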;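 further: z-score against mean and SD of all compound wells on the same plate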
sdo1 growth Rescue 24 h – further read-out of sdo1 growth, marked with its call; z-score; S. cerevisiae sdo1-depleted JHY4D growth rescue, OD600; measured here: growth rescue at 24 h;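 0 is the plate mean of compound wells and units are plate SD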
* hit, by the source's call; . = no result given. Only part of the results is shown; rates above refer to the full screens.

Fields: INS promoter inh	sdo1 growth	sdo1 growth Rescue 24 h
1) N#CC1=C(N)SC(N)=C(C#N)C1c1ccc(C(F)(F)F)cc1
  -113.2	-0.59	-1.23
2) COc1ccc(N2CCN(C(=O)CCS(=O)(=O)c3cccc4nsnc34)CC2)cc1
  .	0.19	-0.4
3) CN(CCCCCCCCC(=O)/C=N/O)Cc1ccccc1
  -30.0	1.04	1.42
4) Cc1cccc(OCCCC(=O)Nc2ccc(Br)cc2)c1
  3.6	-1.11	-0.94
5) Cc1ccc(Oc2ccc(-c3nnc(-c4ccccc4)o3)cc2[N+](=O)[O-])cc1C
  -29.6	0.15	1.39
6) C=C(C)Cn1c(COc2ccccc2)nnc1SCC(=O)O
  15.0	1.39	1.18
7) Cc1ccccc1Nc1ncccc1C(=O)N1CCOCC1
  0.0	0.32	-0.55
8) COc1ccc(C2=NN(C(=O)CSc3ncccn3)C(c3ccc(OC)cc3)C2)cc1 (stereo not drawn)
  .	-0.61	-0.29
9) C=CCOc1ccc(CNc2nccs2)cc1OCC
  -235.1	0.31	0.76
10) CC1(C)CC(OC(=O)c2ccccc2)CC(C)(C)N1
  -25.8	-0.42	-1.03
11) C/C(=N/NC(=O)CNC(=O)COc1ccccc1)c1ccco1
  -50.0	0	-0.51
12) COc1ccc(-c2nc(C)ncc2-c2csc(C)n2)c(O)c1
  -25.0	-0.36	-0.23
13) CC1CCc2c(sc(NC(=O)CSc3nc4c(c(C(F)(F)F)n3)CCc3ccccc3-4)c2C(N)=O)C1 (stereo not drawn)
  .	-0.61	-0.57
14) CCOC(=O)COc1ccsc1C(=O)OC
  -233.3	-0.86	-1.08
15) COC(=O)[C@H]1C[C@@H]1[C@H](NS(=O)(=O)c1ccc2ccccc2c1)c1ccccc1
  23.8	-0.49	-0.87
16) O=C(Cc1c(Sc2ccccc2)c2ccccc2n1Cc1ccccc1)NCCO
  -25.0	-0.88	-0.3
17) CC(SC1=NCCS1)C(=O)Nc1nnc(-c2ccc(Br)cc2)s1 (stereo not drawn)
  .	-0.61	0.67
18) Cc1ccccc1NCc1ccc(O)c2ncccc12
  -155.6	0.53	0.21
19) CC(C)n1cnc2cc(NCc3ccccn3)ccc21
  21.4	-0.07	-0.72
20) COCCN(C(=S)Nc1cc(C)cc(C)c1)C(C)c1cccs1 (stereo not drawn)
  11.1	.	.

Record cards, from the list above. Screens in order: INS promoter inh, sdo1 growth, sdo1 growth Rescue 24 h
`Cc1cccc(OCCCC(=O)Nc2ccc(Br)cc2)c1` in the list: 3.6, -1.11, -0.94
`C/C(=N/NC(=O)CNC(=O)COc1ccccc1)c1ccco1` in the list: -50.0, 0, -0.51
`O=C(Cc1c(Sc2ccccc2)c2ccccc2n1Cc1ccccc1)NCCO` in the list: -25.0, -0.88, -0.3
`COCCN(C(=S)Nc1cc(C)cc(C)c1)C(C)c1cccs1` (stereo not drawn) in the list: 11.1, ., .
`CC1CCc2c(sc(NC(=O)CSc3nc4c(c(C(F)(F)F)n3)CCc3ccccc3-4)c2C(N)=O)C1` (stereo not drawn) in the list: ., -0.61, -0.57

Continued:
Fields: INS promoter inh	sdo1 growth	sdo1 growth Rescue 24 h
21) O=C(CCc1ccc(S(=O)(=O)NC2CCCCC2)cc1)N(Cc1ccccc1)Cc1ccccc1
  -23.3	-0.21	0.29
22) CCOC(=O)c1cc2sccc2n1CC(=O)Nc1ccc(OC)cc1
  2.6	-0.39	-0.3
23) c1cncc(-c2nnc3sc(C4CCCCC4)nn23)c1
  6.7	-0.55	-0.52
24) C/C(N)=C(/C#N)C(=O)CSc1nc2ccccc2[nH]1
  37.8	-0.09	-0.11
25) CCCCn1c(SCC(=O)N2CC(C)CC(C)C2)nc2cc(S(N)(=O)=O)ccc21 (stereo not drawn)
  14.3	0.53	0.32
26) COCCn1nnnc1C(c1ccccn1)N1CCN(c2cccc(C)c2C)CC1 (stereo not drawn)
  -316.7	-0.13	0.22
27) O=C(O)C1CC=CCC1C(=O)NC1CCCCC1 (stereo not drawn)
  0.0	.	.
28) CCSc1nnc(NC(=O)/C=C/c2ccco2)s1
  0.0	.	.
29) COc1ccc(CN2CCCC(CNC(=O)c3ccc(F)cc3)C2)c(F)c1 (stereo not drawn)
  -26.1	.	.
30) Cc1ccccc1-c1nc(CN2CCC(C(=O)NCc3cccs3)CC2)c(C)o1
  .	0.02	0.18
31) COc1ccc(N(CC(=O)NC2CCCCCCC2)S(=O)(=O)c2c(C)nn(C)c2C)cc1
  .	0.62	0.29
32) CCOc1ccccc1NC(=O)Cn1nnc(-c2ccc(OCC)c(OCC)c2)n1
  .	-1.04	1.03
33) COc1cccc(C(=O)Nc2cc(C(F)(F)F)ccc2Cl)c1
  .	0.29	0.25
34) O=C(Nc1ccc(F)cc1F)C1CCN(C(=O)c2ccc(Br)cc2)CC1
  0.0	.	.
35) O=C(CSC1=NC2(CCCCCC2)N=C1c1ccccc1)Nc1ccc2c(c1)OCCO2
  19.1	-0.94	-0.63
36) Cc1cc(C)n(Cc2ccccc2)c(=O)c1S(=O)(=O)c1ccccc1
  -10.7	0.77	1.31
37) O=C(Nc1nc2ccccc2n1Cc1ccccc1)c1ccco1
  -3.0	-1.51	-0.51
38) O=C(NCCCN1CCOCC1)c1ccc(N2CCCC2)c([N+](=O)[O-])c1
  19.1	.	.
39) CC(C)CC(CO)N1CCN(C(=O)c2cccc(C(F)(F)F)c2)CCC1=O (stereo not drawn)
  -90.0	1.04	0.77
40) CCOC(=O)c1c(NC(=O)CC2SC(=NC)N(C)C2=O)sc(C)c1C (stereo not drawn)
  1.4	-1.52	-0.88
41) COc1ccc(N2CCN(C(=O)CSc3nnc(COc4cccc5cccnc45)o3)CC2)cc1
  -11.8	-0.29	-0.2
42) CCCCSc1nc(C)nc2c1c(=O)n(C)c(=O)n2C
  .	-1.76	-1.56
43) C/C(=C\C(=O)c1ccc(Br)cc1)NCc1ccc2c(c1)OCO2
  12.9	-0.73	-1.01
44) CCn1c(CNC(=O)c2ccc(OC)c(OC)c2)nnc1SCC(=O)Nc1ccc(OC)cc1
  0.0	1.23	-0.56
45) CCOC(=O)C(C)Sc1ncc(-c2ccc(Cl)cc2)cn1 (stereo not drawn)
  .	-0.33	-0.98
46) COc1cccc(NC(=O)C2C3CCC4C(CCC32)C4(Cl)Cl)c1 (stereo not drawn)
  -3.3	-0.52	0.17
47) O=C(NCc1ccc(Cl)cc1)c1cccnc1
  -9.7	0.38	-0.08
48) COc1ccc(CC(NC(C)=O)C(=O)NC2CCN(C(=O)c3cnccn3)CC2)cc1 (stereo not drawn)
  42.9	0.56	0.97
49) N#CC(c1cccc(Cl)c1)c1ccc2c(C(F)(F)F)cc(C(F)(F)F)nc2n1 (stereo not drawn)
  -57.1	-2.08	-1.06
50) CN(C)C(=O)N1CCCC(C(=O)NCc2cccs2)C1 (stereo not drawn)
  50.0	0.88	0.71
51) Cc1ccccc1-n1c(SCC(=O)N2CCCC2)nnc1-c1ccccn1
  .	-0.64	-1
52) O=C(O)c1cccc(NC(=S)NC(=O)c2ccc(-c3ccccc3)cc2)c1
  0.0	.	.
53) Cc1cccc(N2CCN(c3nc4ccccc4n4cnnc34)CC2)c1C
  .	-1.11	-0.86
54) COc1ccc(N2CCN(C(=O)CCCCn3c(=O)[nH]c4ccsc4c3=O)CC2)cc1
  25.0	.	.
55) N/C(=N\OC(=O)/C=C/c1ccccc1)c1ccccc1
  -22.2	-2.19	-1.44
56) COc1ccccc1N1CCN(C(=O)COc2ccc(Cl)cc2Br)CC1
  .	-2.22	-1.57
57) O=S(=O)(Nc1ccc(Cc2ccncc2)cc1)c1ccc(Cl)c(Cl)c1
  -24.4	-2.4	-1.77
58) CCOC(=O)c1sc2ncnc(N3CCN(c4ccc(OC)cc4)CC3)c2c1C
  .	-0.88	-1.11
59) Cc1cc(N2CCN(C)CC2)nc(N2CCOCC2)n1
  -88.6	-0.82	-0.9
60) N#Cc1nc(-c2ccccc2Cl)oc1NCc1ccco1
  -6.2	-1.92	-1.34
61) O=C1CC(N2CCN(CCc3ccccn3)CC2)C(=O)N1c1ccc(Cl)cc1 (stereo not drawn)
  21.2	1.03	0.7
62) CC12CN3CC(C)(CN(C1)C3c1ccc(F)cc1)C2 (stereo not drawn)
  -66.7	.	.
63) COc1ccc(-c2nc(N)n(C(C)=O)n2)cc1
  35.7	0.85	0.14
64) Cc1ccc(N2C(=O)[C@@H]3Cc4ccccc4CN3C2=O)cc1
  -17.6	0.56	-0.06
65) COc1ccc(-c2ccc(=O)n(Cc3ccc([N+](=O)[O-])cc3)n2)cc1
  53.3	.	.
66) CCOC(=O)C(CC)n1nc(C)n2c(cc3sccc32)c1=O (stereo not drawn)
  -30.0	.	.
67) CCOC(=O)C1CCCN(Cc2c(F)cccc2Cl)C1 (stereo not drawn)
  66.7	1.19	1.25
68) Cc1ccc(-c2nnc(-c3ccccc3)c(N3CCOCC3)n2)cc1
  -13.3	-1.59	-0.59
69) COc1ccc(CO/N=C/c2c(C)[nH]c(=O)[nH]c2=O)cc1
  -3.3	0.23	-0.12
70) COc1nc(N(C)C)nc(N(C#N)CCOC(C)=O)n1
  -283.3	.	.
71) CCOc1c2ccc(C(=O)NCCCCc3ccccc3)cc2nn1CC
  .	0.18	0.34
72) CCn1c(SCC(=O)N2CCCCC2C)nnc1-c1ccc(S(=O)(=O)N2CCN(C)CC2)cc1 (stereo not drawn)
  -37.5	0.39	-0.01
73) CCNc1ccc(C(=O)OC(C(=O)NC(N)=O)C(C)C)cc1[N+](=O)[O-] (stereo not drawn)
  -30.0	.	.
74) CC(=O)NC(CCS(C)(=O)=O)C(=O)Nc1cccc(C)c1 (stereo not drawn)
  .	0.35	0.2
75) CCOC(=O)c1c(C)c(C(=O)N2CCc3ccccc3C2)c(C)n1CC
  .	-0.49	0.12
76) CC1CC(C)CN(c2oc(-c3ccccc3Cl)nc2C#N)C1 (stereo not drawn)
  54.7	0.11	0.06
77) CC(C)(C)OC(=O)NC(CCCCNC=O)C(=O)O (stereo not drawn)
  -13.6	1.09	1.09
78) CCc1ccc(-c2csc(NC(=O)COC(=O)CCc3nc4ccccc4s3)n2)cc1
  .	-0.06	0.12
79) COc1ccc(Cc2nn3c(-c4cc(OC)c(OC)c(OC)c4)nnc3s2)cc1
  55.6	-1.15	-1.59
80) NCCCCCc1nnc(SCc2ccc(Cl)cc2Cl)o1
  43.2	0.03	-0.05

5 compounds picked at random from the list so far, as already listed:
Fields: INS promoter inh	sdo1 growth	sdo1 growth Rescue 24 h
66) CCOC(=O)C(CC)n1nc(C)n2c(cc3sccc32)c1=O (stereo not drawn)
  -30.0	.	.
73) CCNc1ccc(C(=O)OC(C(=O)NC(N)=O)C(C)C)cc1[N+](=O)[O-] (stereo not drawn)
  -30.0	.	.
70) COc1nc(N(C)C)nc(N(C#N)CCOC(C)=O)n1
  -283.3	.	.
62) CC12CN3CC(C)(CN(C1)C3c1ccc(F)cc1)C2 (stereo not drawn)
  -66.7	.	.
64) Cc1ccc(N2C(=O)[C@@H]3Cc4ccccc4CN3C2=O)cc1
  -17.6	0.56	-0.06

(next part)
Fields: INS promoter inh	sdo1 growth	sdo1 growth Rescue 24 h
81) COC(=O)c1[nH]c2cc(OC)c(OC)cc2c1NC(=O)c1cccc(OC)c1
  6.5	-0.89	-1.43
82) CC(=O)NCc1ccc(C(=O)CSc2nnc(-c3ccncc3)n2Cc2ccccc2)o1
  3.9	0.57	0.66
83) N#Cc1cc(C(=O)c2cc(Cl)ccc2O)cn(-c2ccccc2)c1=O
  -119.0	-0.25	0.24
84) CCOC(=O)C1=C(C)Nc2ncnn2C1c1ccc(N(C)C)cc1 (stereo not drawn)
  9.7	0.16	-0.11
85) COc1ccccc1NC(=O)COC(=O)[C@@H]1CCCN1C(=O)c1cccs1
  2.7	0.53	0.44
86) CCCCc1c(CCC)c(=N)c2ccccc2n1C
  -11.4	0.87	0.8
87) C/C(=N\NS(=O)(=O)c1ccc(C)cc1)c1cccs1
  -1.4	-0.04	0.15
88) Cc1ccc(CN2C(=O)CCC2C(=O)NCCCN2CCCC(C)C2)cc1 (stereo not drawn)
  -17.3	1.08	0.8
89) O=C(c1cc([N+](=O)[O-])cc([N+](=O)[O-])c1)N1CCN(Cc2ccc3c(c2)OCO3)CC1
  -73.3	.	.
90) O=[N+]([O-])c1cccc(-c2csc(N/N=C/c3cccc(O)c3)n2)c1
  40.0	.	.
91) N#CCCN1CCN(S(=O)(=O)c2ccc(S(=O)(=O)NC3CC3)cc2)CC1
  .	0.33	0.28
92) COc1cc2c(cc1NC(=O)COC(=O)[C@@H](NS(=O)(=O)c1ccccc1)C(C)C)oc1ccccc12
  -1.3	0.15	0.45
93) CC1CN(C(=O)C(c2ccccc2)c2ccccc2)CC(C)O1 (stereo not drawn)
  30.8	-0.41	-0.4
94) Fc1ccc(/C=N/Nc2ncnc3nc[nH]c23)cc1F
  60.0*	1.06	0.79
95) COc1cccc(OC)c1C(=O)N1CCN=C1SCc1cccnc1
  .	0.97	1.06
96) COC(=O)c1ccc(NC(=O)C2CCCN(S(=O)(=O)c3cnc[nH]3)C2)cc1 (stereo not drawn)
  .	0.65	1.62
97) CCOC(=O)c1c(C)[nH]c(C)c1C(=O)COC(=O)c1ccc(Cl)c(S(=O)(=O)NCc2ccccc2)c1
  .	0.79	-0.29
98) O=C(O)Cc1ccccc1C(=O)O
  -47.2	1.17	1.41
99) COc1ccc(Cl)cc1S(=O)(=O)N1CCN(C(=O)COc2ccccc2)CC1
  -20.0	-1.5	-1.46
100) CCC(Sc1ncccc1C(=O)O)C(=O)N1CCOCC1 (stereo not drawn)
  .	0.32	-0.19
101) CS(=O)(=O)N(CC(=O)NC1CC1)C1CCCCC1
  65.4	-0.19	-0.16
102) COc1nnc(-c2ccc(C(=O)N3C[C@@H]4C[C@H](C3)c3cccc(=O)n3C4)cc2)c2ccccc12
  .	-0.29	-0.72

Assay outcomes: PubChem, several laboratories
